# SRC3 TRFRET art = TR-FRET detection interference compounds, artefact control for PPARgamma SRC-3 recruitment agonists, biochemical, TR-FRET ratio. TR-FRET ratio at 8 µM. 99,000 tested, 0.39% active. TR-FRET artefact counter-screen, PPARgamma/SRC-3 format; stronger effect = higher value; in the data active means TR-FRET ratio above about 2000; further: inactives centre near 1600
# SRC1 TRFRET art = TR-FRET detection interference compounds, primary screen, artefact control for PPARgamma SRC-1 recruitment agonists, biochemical, TR-FRET emission ratio; TR-FRET detection artefact counter-screen; stronger effect = higher value; TR-FRET ratio at 8 µM; 99,000 tested, 0.34% active; AID 1051, 2008; in the data active means TR-FRET ratio above about 2300; further: inactives centre near 1800
# The depositor's hits bear a star. These rows are one share of the data. The share of hits here may be higher or lower than overall.
# Value order: SRC3 TRFRET art	SRC1 TRFRET art
- Cc1cc(NC(=O)C(=O)c2cn(C)c3ccccc23)no1
 : 1576	1801
- CC(=O)Nc1ccccc1N(CC(O)Cn1c2ccccc2c2ccccc21)S(=O)(=O)c1ccc(C)cc1 (stereo not drawn)
 : 1571	1860
- CCNC(=O)C12CCC(C)(c3nc4cc(C)c(C)cc4nc31)C2(C)C (stereo not drawn)
 : 1404	1854
- O=C(CSC1CC(=O)N(c2ccc(C(=O)O)cc2)C1=O)Nc1ccc2ccccc2c1 (stereo not drawn)
 : 1416	1651
- Cn1cccc1CC(=O)N/N=C/c1cc([N+](=O)[O-])ccc1Cl
 : 1686	1671
- COc1ccc(N2C(=O)C(CC(=O)Nc3ccccc3)N(CCc3ccc(OC)c(OC)c3)C2=O)cc1 (stereo not drawn)
 : 1603	1879
- O=C(O)c1ccc(CNCc2ccccc2F)cc1
 : 1604	1840
- Cc1onc(-c2ccccc2)c1NC(=O)Nc1c(-c2ccccc2)noc1C
 : 1627	1946
- Cc1ccc(S(=O)(=O)N2CCC(=O)N(CCOCc3ccc(C(F)(F)F)cc3)CC2)cc1
 : 1483	1728
- CCN1c2ccc(S(=O)(=O)N3CCOCC3)cc2N(Cc2ccc(OC)cc2)C1C (stereo not drawn)
 : 1554	1927
- Cc1ccc(NC(=O)COC(=O)/C=C/c2ccc(Br)o2)cc1S(=O)(=O)N(C)C
 : 1386	1794
- COC(=O)C1=C(C)NC(=O)NC1c1ccc([N+](=O)[O-])o1 (stereo not drawn)
 : 1593	1934
- COc1ccc(Oc2cc(Cl)nc(N)n2)cc1
 : 1574	1837
- O=C(OCc1nnc(-c2ccccc2)o1)c1ccccc1
 : 1548	1800
- COCCCC1CCN(Cc2cn[nH]c2-c2cc(OC)c(OC)c(OC)c2)CC1
 : 1656	1993
- Cc1cc([N+](=O)[O-])ccc1NCc1ccccc1[N+](=O)[O-]
 : 1546	1630
- COC(CNC(=O)c1ccc2nc(-c3ccccc3)c(-c3ccccc3)nc2c1)OC
 : 1548	1864
- COc1ccc(CCC(=O)OCC(=O)Nc2ccc(C)c(S(=O)(=O)N(C)C)c2)cc1
 : 1334	1761
- C/C(=N\NC(=O)c1cc2c(s1)CCC(C)C2)c1cccnc1 (stereo not drawn)
 : 1532	1786
- CCn1ccnc1CN1CCN(CC(C)C)C(CCO)C1 (stereo not drawn)
 : 1663	1924
- O=C(CSc1ccc2nnc(-c3ccncc3)n2n1)Nc1nccs1
 : 1471	1491
- Cc1ccc(-n2c(SCC(=O)Nc3cccc(S(=O)(=O)NC4=NCCCCC4)c3)nc3ccccc3c2=O)cc1
 : 2355*	2001
- CCCCCn1c(=S)[nH]c2cc(C(=O)N3CCCC3)ccc2c1=O
 : 1469	1639
- CCOc1cc(CNCC(C)C)cc(Cl)c1OCc1ccccc1
 : 1848	1851
- CCc1nnc(NC(=O)[C@@H](NC(=O)c2ccc(OC)cc2)C(C)C)s1
 : 1470	1923
- COc1ccc(/C=C/C(=O)NCc2ccccn2)cc1OC
 : 1543	1634
- CSc1ccccc1NC(=O)c1ccccc1C
 : 1637	1722
- CCCCn1c(N)c(N(CC)C(=O)CSc2nnnn2-c2cc(C)ccc2C)c(=O)[nH]c1=O
 : 1575	1549
- COc1ccc(Cl)cc1NS(=O)(=O)c1ccc(S(=O)(=O)N2CCCC2)cc1
 : 1490	1742
- CC1=CC(C)(C)N2C(=O)C(=O)c3cc(OC(=O)c4ccco4)cc1c32
 : 1519	1684
- O=[N+]([O-])c1ccc(Cl)cc1CNc1ccc(F)c(F)c1
 : 1610	1842
- CCNC(=O)NC(=O)COC(=O)CNC(=O)COc1ccccc1
 : 1664	1611
- COc1cccc(/C=N/Nc2cc(Cl)nc(C)n2)c1O
 : 1876	1940
- CC(C)COc1ccc(C(=O)Nc2sc3c(c2C(=O)O)CC(C)(C)OC3)cc1
 : 1750	1721
- O=C(CCc1ccc(S(=O)(=O)N2CCOCC2)cc1)N1CCc2ccccc2C1
 : 1288	1670
- COc1ccccc1N1C(=O)C2CCC(c3ccccc3)CC2C1=O (stereo not drawn)
 : 1571	1821
- Cc1ccc(NC(=O)c2c(-c3c(F)cccc3Cl)noc2C)cc1F
 : 1722	2060
- O=c1c2sccc2n(Cc2cc(=O)n3ccccc3n2)c(=O)n1-c1ccccc1
 : 1337	1673
- OCC(O)/C=N/Nc1nc(N2CCCCC2)nc(N2CCCCC2)n1 (stereo not drawn)
 : 1705	1871
- CC(=O)c1cc2c(cc1NC(=O)c1ccco1)OCCO2
 : 1949	2003
- CCCS(=O)(=O)c1nc(S(=O)(=O)c2ccc(C)cc2)c(NCc2ccc3c(c2)OCO3)s1
 : 1712	1922
- O=C(CSc1nc2ccccc2n1Cc1ccc(Cl)cc1)N/N=C/c1ccccc1C(=O)O
 : 1582	1815
- CCOc1cnc(-c2c(-c3c(Cl)cccc3Cl)noc2C)o1
 : 1560	2053
- CCCCC(CC)CNC(=O)C1CC=CCC1C(=O)O (stereo not drawn)
 : 1599	1910
- COc1ccc(C(C(=O)Nc2ccc3c(c2)OCO3)N(C)C(=O)Cc2c[nH]c3ccccc23)cc1 (stereo not drawn)
 : 1452	1553
- COc1ccc(-c2cnnn2-c2ccc(NC(=O)c3ccc(S(=O)(=O)N4CCCCC4)cc3)cc2)cc1
 : 1663	1807
- COc1ccc(C)cc1N1C(=N)/C(=C2/Nc3ccccc3S2)C(c2ccccc2)C1=O (stereo not drawn)
 : 1539	2048
- Cc1ccccc1N1C(=O)CC(Nc2ccc3c(c2)OCO3)C1=O (stereo not drawn)
 : 1685	1928
- Cc1nnc(NC(=O)CSc2nc(CC(C)C)nc3c2c(=O)n(C)c(=O)n3C)s1
 : 1704	1810
- Cc1ccc(C(=O)NCCSC(C)(C)C)cc1[N+](=O)[O-]
 : 1480	1941
- CC1=NN(C(=O)c2ccc(Cn3cc(Br)c([N+](=O)[O-])n3)o2)C(O)(C(F)(F)F)C1 (stereo not drawn)
 : 1806	1756
- CN(C)C=NC(=O)c1cc(C(=O)c2ccc(F)cc2)c[nH]1
 : 1622	1677
- COCc1cc(C)nc(OCC(=O)N/N=C/c2ccc(OC)c(OC)c2)c1C#N
 : 1527	1820
- COC(=O)c1ccc(COc2ccccc2/C=C(\C#N)C(=O)Nc2c(C)cccc2C)cc1
 : 1488	1687
- CSc1nc(S(=O)(=O)c2ccc(C)cc2)c(Cl)s1
 : 1695	1880
- Cc1cc2c(=O)oc(-c3ccc(F)cc3)nc2s1
 : 1579	1666
- Cc1ccc(S(=O)(=O)c2nc(Nc3ccccc3)sc2Cl)cc1
 : 1658	1923
- Cc1cc(C(=O)C[N+]2(C)CCOCC2)c(C)n1-c1ccc(Br)cc1
 : 1976	1815
- COC(=O)CNC(c1ccccc1)c1cc(C)ccc1NS(=O)(=O)c1ccc(C)cc1 (stereo not drawn)
 : 1419	1770
- CCOC(=O)c1ccc(NC(=S)N2CCC(C(N)=O)(N3CCCCC3)CC2)cc1
 : 1477	1771

# Other results.
# Value order: SRC3 TRFRET art	SRC1 TRFRET art
- CC1=C/C(=N\Nc2ccccc2[N+](=O)[O-])CC(C)(C)C1
 : 1894	1852
- O=C(CN1C(=O)C2CCCCN2C(=O)c2ccccc21)Nc1ccc(F)cc1 (stereo not drawn)
 : 1731	1835
- C=CCn1c(SCC(=O)Nc2cccnc2Cl)nnc1-c1ccc(Cl)cc1
 : 1430	1921
- CC(=O)Oc1ccc(C(=O)OCC(=O)c2c(N)n(C)c(=O)n(C)c2=O)cc1OC(C)=O
 : 1426	1839
- CCCCNC(=O)c1ccccc1NC(=O)CN(c1ccccc1)S(=O)(=O)N(C)C
 : 1679	2006
- O=C1CC(C(=O)N2CCC(N3CCC(C(=O)NC4CC4)CC3)CC2)c2ccccc21 (stereo not drawn)
 : 1599	1497
- COc1ccc(OC)c2[nH]c(=O)c(CCNC(=O)c3ccc(S(=O)(=O)N4CCCCC4)cc3)cc12
 : 1696	1216
- CC(C)CCN1CCN(Cc2cccs2)CC1CCO (stereo not drawn)
 : 1505	1977
- CN(C)NC(=O)c1ccsc1NC(=O)c1ccc(S(=O)(=O)N(C)C)cc1
 : 1320	1741
- COc1cc(/C=N/NC(=O)CNC(=O)c2cccs2)ccc1O
 : 1569	1710
- O=c1c2cc(NC(=S)N3CCCCC3)ccc2nc2n1CCCCC2
 : 1399	1900
- Cn1nnnc1SCC(=O)c1ccc2c(c1)OCCO2
 : 1790	1867
- C=CCn1c(=O)c(C(=O)OCC)c(O)c2ccccc21
 : 1468	1755
- Cc1cc(O)c(NC(=O)c2ccc(C)c([N+](=O)[O-])c2)cc1C
 : 1348	1723
- CN1C(=O)c2ccc(NC(=O)c3cccc(N4C(=O)CCC4=O)c3)cc2C1=O
 : 1613	1901
- O=C(CN1C(=O)C2C3CCC(C3)C2C1=O)NCc1ccco1 (stereo not drawn)
 : 1853	1992
- O=P(c1ccccc1)(c1ccccc1)N(c1ccccc1)c1ccccc1
 : 1629	2106
- CC(=O)c1nc(N2C(=O)CC(Cc3ccccc3)C2=O)sc1C (stereo not drawn)
 : 1496	1791
- CCOCCCNC(=S)NCCc1ccccc1
 : 1612	1892
- CCO/N=C(\C)c1c(O)c2ccccc2n(C)c1=O
 : 1627	1801

# Among those listed so far, eight have a nitro group on carbon.
# Value order: SRC3 TRFRET art	SRC1 TRFRET art
- Cn1cccc1CC(=O)N/N=C/c1cc([N+](=O)[O-])ccc1Cl
 : 1686	1671
- COC(=O)C1=C(C)NC(=O)NC1c1ccc([N+](=O)[O-])o1 (stereo not drawn)
 : 1593	1934
- Cc1cc([N+](=O)[O-])ccc1NCc1ccccc1[N+](=O)[O-]
 : 1546	1630
- O=[N+]([O-])c1ccc(Cl)cc1CNc1ccc(F)c(F)c1
 : 1610	1842
- Cc1ccc(C(=O)NCCSC(C)(C)C)cc1[N+](=O)[O-]
 : 1480	1941
- CC1=NN(C(=O)c2ccc(Cn3cc(Br)c([N+](=O)[O-])n3)o2)C(O)(C(F)(F)F)C1 (stereo not drawn)
 : 1806	1756
- CC1=C/C(=N\Nc2ccccc2[N+](=O)[O-])CC(C)(C)C1
 : 1894	1852
- Cc1cc(O)c(NC(=O)c2ccc(C)c([N+](=O)[O-])c2)cc1C
 : 1348	1723

# Continued.
SMILES	SRC3 TRFRET art	SRC1 TRFRET art
CN(Cc1ccccc1)c1nc2c(c(=O)n(C)c(=O)n2C)n1CCSc1ncccn1	1500	2015
CCOCCn1cnc2sc(C(=O)NCC(=O)OCC)c(C)c2c1=O	1655	1735
CC(=O)N(CCCN(C)C)c1nc2ccc(C)cc2s1	1769	2082
CCOC(=O)c1sc(NS(=O)(=O)c2ccc(F)cc2)nc1C	1687	1708
Cc1sc(NC(=O)c2ccco2)nc1-c1ccc2c(c1)CC(C)N2C(=O)C1CC1 (stereo not drawn)	1678	2132
Nc1cc(=O)[nH]c(SCc2csc(-c3ccccc3)n2)n1	1546	1934
Cc1cc(C)nc(N/N=C/c2c(C)oc3ccccc23)n1	1612	1701
COC(=O)C1NN=C(C(=O)c2ccc(Cl)cc2)C1c1ccc(OC)cc1 (stereo not drawn)	1615	1659
COc1ccc(NS(=O)(=O)c2ccc(N3CCOCC3)c(NC(=O)c3ccco3)c2)cc1	1518	1717
Cc1cc(NC(=O)C23CC4CC(CC(C4)C2)C3)n[nH]1	1646	1878
Cc1cccc(C)c1OC(=O)CCN1C(=O)C2C3C=CC(C4CC34)C2C1=O (stereo not drawn)	1447	1907
CCc1ccc(C(=O)CSc2nc3cc(S(=O)(=O)N4CCOCC4)ccc3n2CC)cc1	1684	1798
CC(C)CNC(=O)c1ccc(NC(=O)c2cccs2)cc1	1562	1695
O=C(O)CCCC(=O)N1CCc2cc(S(=O)(=O)NCc3ccc(F)cc3)ccc21	1617	1780
COc1cc(/C=N/Nc2nc3ccccc3s2)ccc1OC(=O)c1ccccc1F	1652	1854
COc1cccc(C(=O)COC(=O)c2n[nH]c(=O)c3ccccc23)c1	1445	1571
CCCc1cc(C(=O)Nc2sc(C)c(C)c2C(=O)OCC)no1	1569	1840
COc1ccc(COCC(O)CN2CCc3ccccc3C2)cc1OC (stereo not drawn)	1522	1401
COc1ccc(NC(=O)CN2CC(c3ccccc3)CC2=O)cc1OC (stereo not drawn)	1680	1935
Cc1ccc(S(=O)(=O)N2CCCCC2)cc1NC(=O)COC(=O)Cc1cccc(C(F)(F)F)c1	1669	1703
COc1ccc(NC(=S)NNC(=O)C2CC2c2ccc(C)cc2)cc1 (stereo not drawn)	1533	1957
N#Cc1ccc(-c2nc3ccccc3nc2-c2ccccc2)cc1C#N	1684	1769
C=CCOc1cccc(CNCCCN2CCOCC2)c1	1468	1658
O=C(COC(=O)c1ccccc1C(=O)c1ccccc1)NCCc1ccc(Cl)cc1Cl	1653	1816
COc1ccc(C(=O)Nc2ccc(C3(C#N)CCCC3)cc2)cc1	1729	1807
O=C(CCN1C(=O)c2ccccc2S1(=O)=O)Nc1ccccc1O	1504	1647
CC(=O)Nc1ccc(/C(C)=N/NS(=O)(=O)c2ccccc2)cc1	1351	1854
CN(C(=O)c1ccccc1OC1CCN(S(C)(=O)=O)CC1)C1CCOC1 (stereo not drawn)	1668	1658
Cc1onc(-c2ccccc2)c1C(=O)NC(=S)NNC(=O)c1ccncc1	1502	1824
CC(Sc1nc(N)c2c3c(sc2n1)CSC(C)(C)C3)C(=O)Nc1ccccc1 (stereo not drawn)	1277	1557
O=c1cc(N2CCCCC2)c(-c2ccccc2)n[nH]1	1592	1719
CN1CCN(C(=O)CSc2ccc(Cl)cc2)CC1	1436	1871
COc1cccc(/C(C)=N/NS(=O)(=O)c2ccc(Cl)cc2)c1	1521	1933
CC(C)c1ccccc1NC(=O)COC(=O)c1ccc(Cl)c(S(=O)(=O)N2CCCCCC2)c1	1812	1830

# High-throughput results from PubChem.
